C-LANA FP: KSHV C-LANA DNA binding inhibition; MBP-C-LANA/FAM-LBS DNA binding, fluorescence polarization; inhibition, % at 9 µM; hit rate 0.078% among 340,000; AID 504423;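 active means highest replicate inhibition at or above 60% at 9 µM, even if other replicates fall short; inactive means all replicates below 60% inhibition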;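 further: 0% = neutral control wells and 100% = 4 µM acridine orange control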
Keap1 Nrf2 FP: inhibitors of human Keap1-Nrf2 protein-protein interaction; Q14145; Keap1 Kelch-Nrf2 peptide fluorescence polarization, 1536-well; inhibition, % at 9.4 µM; hit rate 0.15% among 340,000; AID 504523; in the data active means inhibition above about 12%; inconclusive means no clear call, values can overlap the other calls; inactive means below about 7.3%;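 further: human Keap1 Kelch domain with fluorescein labeled Nrf2 9mer peptide probe; 0% = neutral control wells and 100% = peptide positive control; higher means more block of Keap1 binding to Nrf2 peptide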
PfHsp90 set2: reduces growth (ATP signal) of yeast expressing P. falciparum Hsp90 | S. cerevisiae expressing PfHsp90, BacTiter-Glo ATP, 48 h; yeast lacking PDR1 and PDR3 efflux regulators | hit rate 0.32% among 310,000 | AID 504621 | inhibition, % at 9.4 µM;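 active means every replicate shows inhibition above about 80%, whatever the replicate mean, limit read from the data; inconclusive means mean inhibition reaches the set limit but some replicate falls short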;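 further: 0% = DMSO neutral controls and 100% = 20 µM radicicol positive controls; yeast relying on Plasmodium falciparum Hsp90 in place of its own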
RTF Ca sens act: increases calcium sensitivity of human cardiac regulated thin filaments; IANBD-labeled TnC RTF fluorescence at EC20 calcium; 0% EC20 calcium, 100% full calcium; activation, % at 7.2 µM; hit rate 0.24% among 340,000;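 active means activation above the mean over all tested compounds plus 3 SD, cut at about 30% in these data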;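 further: rise in fluorescence read as greater calcium sensitivity of cardiac thin filaments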
NSD2 inh: inhibitors of human histone methyltransferase NSD2; O96028; NSD2 peptide methylation, AlphaScreen, 120 min; inhibition, % at 12.5 µM; hit rate 0.54% among 310,000; AID 743445; in the data active means inhibition above about 50%
dFosB act: mouse delta FosB homodimer activation; P13346; purified delta FosB, TAMRA-CDK5 oligo fluorescence polarization; percent of positive-control signal above neutral wells; activation, % at 25 µM; hit rate 0.99% among 340,000; AID 493131;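 active means mean activation above about 17%, with every replicate also reaching it, limit read from the data, passing the limit was not always enough; inconclusive means only one of the two conditions met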;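 further: fluorescence polarization rise as delta FosB binds a TAMRA Cdk5 AP-1 oligo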
Cardiac RTF inh: cardiac RTF calcium desensitization; P19429+P45379; inhibition, % at 7.15 µM; hit rate 0.12% among 340,000; IANBD-labeled cardiac RTF, Ca2+ fluorescence;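 active means inhibition above the mean inhibition of all tested compounds plus 3 SD, cut at about 17% in these data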;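 further: assay run at fixed EC70 calcium of 1.6 mM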
Rtt109 Vps75: inhibitors of Candida albicans Rtt109/Vps75 histone acetyltransferase | Q5AAJ8 | purified Rtt109/Vps75, ThioGlo CoA-SH fluorescence, 4 h | inhibition, % at 34.9 µM | hit rate 0.16% among 330,000 | AID 540336;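 active means inhibition of at least 50% in every replicate; inconclusive means best replicate reaches 50% inhibition but some replicates fall short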
Target sequence (Q5AAJ8 whole entry, looked up): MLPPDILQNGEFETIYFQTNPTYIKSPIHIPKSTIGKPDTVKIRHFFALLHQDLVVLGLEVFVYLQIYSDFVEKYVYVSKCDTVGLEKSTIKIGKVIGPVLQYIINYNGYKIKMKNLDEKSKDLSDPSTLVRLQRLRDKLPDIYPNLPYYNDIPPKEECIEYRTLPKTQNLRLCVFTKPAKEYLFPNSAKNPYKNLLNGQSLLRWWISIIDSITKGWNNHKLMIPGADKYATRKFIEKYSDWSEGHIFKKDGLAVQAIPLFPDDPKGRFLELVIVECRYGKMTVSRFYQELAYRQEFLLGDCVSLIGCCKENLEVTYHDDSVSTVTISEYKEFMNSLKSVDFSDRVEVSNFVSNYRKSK
SUMO Mot1 rescue: blocks SUMOylation pathway, rescuing yeast Mot1-301 growth; S. cerevisiae Mot1-301 growth rescue, ATP luminescence, 38.5C; percent above DMSO median, 100 means doubled; growth rescue, % at 18.8 µM; hit rate 1% among 320,000; AID 2716;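 active means every valid replicate shows activation above 250% relative to neutral control wells; inactive means the rest, any valid replicate at or below 250%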;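 further: OY570 slx delta 5 strain wells were the positive control but not used for scaling; some compounds called inactive have numbers as strong as hits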
PvdQ inh: P. aeruginosa PvdQ acylase inhibition; hit rate 0.063% among 340,000; purified PvdQ acylase, fluorescence plate reader; inhibition, % at 10 µM; in the data active means inhibition above about 30%, passing the limit was not always enough; inconclusive means no clear call, values can overlap the other calls;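 further: 0% = vehicle neutral wells and 100% = reference inhibitor wells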
CDK5 p35 inh: inhibitors of human CDK5/p35 kinase. Q00535+Q15078. Recombinant CDK5/p35, ADP-Glo luminescence, 60 min. inhibition, % at 10 µM. hit rate 0.01% among 330,000;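 active means highest replicate inhibition of at least 50% and at least 75% of replicates reaching 50%; inconclusive means only one of the two criteria met; inactive means both criteria failed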;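 further: plate controls were DMSO neutral control for no effect and GW8510 at 10 µM for full effect; many of its hits are not listed in these tables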
Target sequence (Q00535 whole entry, looked up): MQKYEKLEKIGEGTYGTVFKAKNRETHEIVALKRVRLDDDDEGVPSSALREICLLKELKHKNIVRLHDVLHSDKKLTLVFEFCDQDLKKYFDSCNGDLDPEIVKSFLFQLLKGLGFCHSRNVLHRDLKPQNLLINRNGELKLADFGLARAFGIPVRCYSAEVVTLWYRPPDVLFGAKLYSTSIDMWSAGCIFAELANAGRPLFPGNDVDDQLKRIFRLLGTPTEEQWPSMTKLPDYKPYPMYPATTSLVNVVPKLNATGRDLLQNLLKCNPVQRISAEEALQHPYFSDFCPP
Target sequence (Q15078 whole entry, looked up): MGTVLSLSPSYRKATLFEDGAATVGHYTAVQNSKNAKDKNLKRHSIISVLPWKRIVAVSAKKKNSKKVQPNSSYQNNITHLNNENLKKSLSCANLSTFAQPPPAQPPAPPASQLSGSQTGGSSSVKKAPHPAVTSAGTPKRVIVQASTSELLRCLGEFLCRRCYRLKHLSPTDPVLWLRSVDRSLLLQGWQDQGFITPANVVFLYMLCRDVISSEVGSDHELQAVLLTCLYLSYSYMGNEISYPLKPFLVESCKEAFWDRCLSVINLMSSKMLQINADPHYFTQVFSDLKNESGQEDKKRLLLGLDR
Starred values were filed as active, the others as inactive; ? = inconclusive; . = not tested or not shown.

Start of the data: the first two compounds, to show the layout:
SMILES	C-LANA FP	Keap1 Nrf2 FP	PfHsp90 set2	RTF Ca sens act	NSD2 inh	dFosB act	Cardiac RTF inh	Rtt109 Vps75	SUMO Mot1 rescue	PvdQ inh	CDK5 p35 inh
COC(=O)/C(C#N)=C/c1c(N2CCN(c3ccccc3)CC2)nc2ccccn2c1=O	-1.0	-3	-14	5	9	6	-14	0	-1	-14	0.9
COc1ccc(CN2CCN(C(=O)c3ccc(S(=O)(=O)N4CCCCCC4)cc3)CC2)cc1	0.5	-4	.	0	.	-6	-11	-5	.	-13	1.3

The whole of this part, previewed entries included:
SMILES	C-LANA FP	Keap1 Nrf2 FP	PfHsp90 set2	RTF Ca sens act	NSD2 inh	dFosB act	Cardiac RTF inh	Rtt109 Vps75	SUMO Mot1 rescue	PvdQ inh	CDK5 p35 inh
COC(=O)/C(C#N)=C/c1c(N2CCN(c3ccccc3)CC2)nc2ccccn2c1=O	-1.0	-3	-14	5	9	6	-14	0	-1	-14	0.9
COc1ccc(CN2CCN(C(=O)c3ccc(S(=O)(=O)N4CCCCCC4)cc3)CC2)cc1	0.5	-4	.	0	.	-6	-11	-5	.	-13	1.3
CCCCN(C(=O)CC1OC(=O)c2ccccc21)c1c(N)n(CCCC)c(=O)[nH]c1=O (centres undefined)	-2.4	0	-29	-2	1	-7	-21	0	-12	-17	0.5
Cc1cccc(-c2noc(CN(C(=O)c3ccc4c(c3)OCO4)C(C)C)n2)c1	0.3	0	23	-6	0	-10	-4	-4	5	-9	0.1
O=c1c2ccccc2c(C=NC2CCS(=O)(=O)C2)c(O)n1-c1ccccc1 (centres undefined)	-0.3	-5	.	3	1	0	4	3	-1	9	0.4
COC(=O)c1ccc(NC(=O)C2CC3CCC2C3)cc1 (centres undefined)	-0.7	1	-4	-3	-8	-4	-7	-14	21	-2	2.3
COc1ccc(NC(=O)c2ccc3c(c2)C(=O)N(Cc2ccncc2)C3=O)cc1S(N)(=O)=O	3.0	-3	12	2	-1	-10	-3	-4	4	-11	-1.8
Cc1ccc(C(=O)OCCN(C)Cc2ccccc2)cc1	-0.7	7	-1	-5	0	-3	0	-2	-5	1	0.2
O=C(CCc1nc2ccccc2c(=O)[nH]1)NCCN1C(=O)S/C(=C\c2ccccc2Cl)C1=O	1.6	-1	.	-7	1	2	-3	23	-1	1	0.3
COc1cc(Br)c(-c2sc(Nc3ccccc3)n[n+]2-c2ccc(F)cc2)cc1OC	2.4	1	-1	6	.	-14	-14	6	-12	-13	1.7
CCN(CC)c1ccc(NC(=O)c2ccccc2F)cc1	-1.4	0	2	2	-5	-4	-4	7	-3	-2	-0.5
CCSc1nnc(NC(=O)c2cccc(S(=O)(=O)N(C)c3ccc(C)cc3)c2)s1	0.2	-2	-17	-5	-2	-13	4	2	-13	-2	-1.8
CSc1nnc(Cc2ccc3c(c2)OCO3)o1	1.1	-2	-32	4	0	8	-4	-8	29	-9	-0.1
CN1C(=O)NC(NC(=O)c2ccco2)(C(F)(F)F)C1=O (centres undefined)	0.0	0	2	-1	.	2	-5	-19	-9	-7	1.2
COCCn1c(SCc2nnc(-c3ccc(OC)c(OC)c3)o2)nnc1-c1ccncc1	-1.7	0	12	2	-5	-6	-13	-4	.	-5	0.4
CC(=O)Oc1ccc2c(c1)C(=O)c1ccccc1CO2	6.6	2	-21	-1	2	-8	-3	3	3	14	0.1
CCCCCCCCN1[C@@H](CC(=O)O)c2cc(F)ccc2S1(=O)=O	3.5	0	.	-1	.	1	-4	-6	-1	-15	0.5
COC(=O)C1=CO[C@@H](O[C@@H]2OC(CO)[C@@H](O)[C@@H](O)[C@@H]2O)C2C1CC[C@]2(C)O (some centres undefined)	-1.5	-2	.	0	.	9	3	5	10	4	2.9
COc1cccc(-c2noc(C3CCCN(C(=O)c4ccc(F)cc4F)C3)n2)c1 (centres undefined)	0.2	-2	0	-5	0	1	-4	1	3	8	0.6
CCn1c(C)cc(O)cc1=O	1.3	0	0	5	-3	-8	-4	2	2	-9	0.9
Cc1ccccc1Nc1nc(N)nc(CSc2nc3ccccc3c(=O)n2CCCO)n1	0.1	-3	-1	-3	1	-5	1	.	12	-8	-0.7
CCOc1cc(C(=O)Nc2cc(C(=O)OC)ccc2C)ccc1OCC(=O)N1CCOCC1	0.4	-7	4	-2	-1	-13	1	2	57	-6	-0.4
Cc1ccc(Cl)cc1NC(=O)CCC(=O)NCc1ccco1	-0.2	-6	-4	-2	-5	11	12	-2	-5	2	0.5
Cc1ccccc1Nc1nc(N)nc(COC(=O)c2cccc(S(=O)(=O)N(C)c3ccccc3)c2)n1	-0.9	-7	34	-1	3	3	-3	1	-20	-8	0.1
COc1ccc(Cl)cc1N1C(=O)c2cccnc2C1=O	-1.7	-3	38	-4	5	-11	-9	-6	4	-6	-0.5
COc1cc(/C=N/NC(=O)C2(O)c3ccccc3-c3ccccc32)ccc1O	-2.0	2	-65	-3	-2	-12	-6	7	-7	8	1.3
Cc1cccc(N2CCN(C(=O)c3cc4cc(F)ccc4[nH]3)CC2)c1C	-2.0	-3	-29	-1	-1	0	-5	3	-12	-8	-0.8
CC(=O)c1cccc(NC(=O)c2cc3nc(C)cc(C)n3n2)c1	0.0	-6	-7	-3	-2	-22	-3	-8	-20	-6	1.0
Cc1ccc(/C=C2\SC(=S)N(CCC(=O)NNC(=O)c3cccc(O)c3)C2=O)cc1	0.7	-6	-11	-4	-1	?	3	-2	30	-3	-1.1
O=C(NCC1CCCN1S(=O)(=O)c1cccs1)C(=O)Nc1ccccc1 (centres undefined)	2.6	1	.	2	-2	-8	-6	3	31	-2	1.2
Cc1sc2ncnc(N3CCC(C(=O)Nc4ccc(OC(F)F)c(Cl)c4)CC3)c2c1C	4.0	-6	-3	8	-1	-7	-3	7	-3	-2	-2.9
CCCCCCC(=O)N1CCC(c2nc3c(nnn3Cc3ccccc3Cl)c(=O)[nH]2)CC1	0.1	0	-11	5	3	5	3	30	-1	7	0.1
O=C(COc1ccc(F)cc1)NCCN1CCCC1	1.7	-7	2	-5	.	-5	-1	4	0	-3	2.3
COc1ccc(CN(C)C2CCN(C)CC2)cc1OC	-0.5	3	-5	0	0	-3	-7	2	-14	10	-2.1
Cc1c(Cl)c([N+](=O)[O-])nn1CC(=O)N1CCc2ccccc2C1	0.0	-2	2	2	.	-2	-3	-3	-3	-1	0.3
CSc1ccc(C(=O)C2CCCN(C(=O)c3ccc(C)nc3)C2)cc1 (centres undefined)	0.1	-2	-5	9	-1	-7	-3	-1	.	3	-0.4
COc1ccc(NS(=O)(=O)c2cc3c(cc2C)NC(=O)CO3)c(OC)c1	0.0	3	-6	0	.	6	-12	-3	23	-7	-1.0
O=C(CSCCO)N1CCc2ccccc21	21	-8	65	8	1	-2	-7	-3	-2	-16	0.5
O=C(Nc1cccc(-c2cscn2)c1)C1CCN(Cc2ccc(CO)o2)CC1	0.1	0	-4	-7	-4	-2	-2	-6	.	-6	1.6
Cc1cc(Nc2ccc(Cl)cc2)nc(N2CCOCC2)n1	-2.9	-1	4	.	-2	1	.	-9	-18	-11	1.3
O=C(c1ccc(F)cc1)N1CCCN(c2nc(-c3ccccc3)ns2)CC1	-1.0	1	15	.	-1	-9	.	7	6	-2	-0.8
CNC(=O)c1[nH]nc2c1CCc1cc(OC)ccc1-2	-1.0	3	-4	3	-1	1	-10	9	-7	-12	1.0
CC1CCN(Cc2c(O)ccc3c2O/C(=C\c2ccco2)C3=O)CC1	55	-4	13	11	13	-1	-8	-2	-2	1	-1.0
N#CCSc1nc2cc(C(=O)N3CCCC3)ccc2c(=O)n1Cc1ccccc1	0.3	-2	42	11	.	-11	-1	-6	348	4	-6.6
c1csc(Cc2nn3c(-c4n[nH]c5c4CCC5)nnc3s2)c1	0.7	2	-2	-3	1	-16	-3	16	294	-9	0.6
COC(=O)c1cc2sccc2n1CC(=O)Nc1cccc(SC)c1	-1.6	-2	.	9	-2	1	2	-11	-17	-24	-16
COC(=O)c1sccc1NC(=S)N1CCC(C)CC1	0.5	2	.	9	2	5	-2	0	5	-6	1.0
CCC(C)n1cnc2c(c1=O)c1nc3ccccc3nc1n2Cc1ccc(OC)cc1 (centres undefined)	-0.5	2	-38	1	1	-30	-6	6	31	-7	2.5
COc1cc([N+](=O)[O-])c2ncsc2c1	0.1	-2	10	0	-2	-1	0	3	-6	-9	0.8
COc1ccc2c(-c3ccc(OCCN4CCOCC4)cc3)c(-c3ccccc3OC)sc2c1	1.6	3	14	-4	.	-2	-2	-2	.	4	3.0
O=C(N1CCCCCC1)N1CCN(S(=O)(=O)c2cccc([N+](=O)[O-])c2)CC1	.	6	-9	-2	2	-9	3	5	-10	8	-0.4
COc1ccc(/C=C(\NC(=O)c2cccs2)C(=O)Nc2ccc(C)cc2)cc1OC	-1.0	-6	-7	-15	-2	5	0	1	-3	-8	0.1
CSc1ccc(CCNC(=O)CCc2nnc3ccc(N4CCCCC4)nn23)cc1	-1.7	-1	10	0	.	-3	0	12	-3	9	0.4
COC(=O)C(NC(=O)c1ccccc1)c1ccccc1 (centres undefined)	1.2	2	-7	-2	-3	-2	-4	1	185	-4	-0.6
Cc1cc(C)c2oc(-c3cccc(NC(=O)c4ccc(F)cc4)c3)nc2c1	1.8	4	.	2	2	2	-9	0	-3	-2	-1.0
CN1CCN(c2ccccc2NC(=O)c2cccc([N+](=O)[O-])c2)CC1	-0.2	1	.	-4	2	-9	-2	-8	14	-10	2.5

One compound at a time, from the list above:
Results for CSc1ccc(CCNC(=O)CCc2nnc3ccc(N4CCCCC4)nn23)cc1 = C-LANA FP = -1.7; Keap1 Nrf2 FP = -1; PfHsp90 set2 = 10; RTF Ca sens act = 0; NSD2 inh = .; dFosB act = -3; Cardiac RTF inh = 0; Rtt109 Vps75 = 12; SUMO Mot1 rescue = -3; PvdQ inh = 9; CDK5 p35 inh = 0.4
Results for CN1CCN(c2ccccc2NC(=O)c2cccc([N+](=O)[O-])c2)CC1 = C-LANA FP = -0.2; Keap1 Nrf2 FP = 1; PfHsp90 set2 = .; RTF Ca sens act = -4; NSD2 inh = 2; dFosB act = -9; Cardiac RTF inh = -2; Rtt109 Vps75 = -8; SUMO Mot1 rescue = 14; PvdQ inh = -10; CDK5 p35 inh = 2.5
Results for COc1ccc(/C=C(\NC(=O)c2cccs2)C(=O)Nc2ccc(C)cc2)cc1OC = C-LANA FP = -1.0; Keap1 Nrf2 FP = -6; PfHsp90 set2 = -7; RTF Ca sens act = -15; NSD2 inh = -2; dFosB act = 5; Cardiac RTF inh = 0; Rtt109 Vps75 = 1; SUMO Mot1 rescue = -3; PvdQ inh = -8; CDK5 p35 inh = 0.1

Assay outcomes as filed in PubChem BioAssay.
